# Source: PubChem BioAssay
# Spn MK inh: inhibitors of Streptococcus pneumoniae mevalonate kinase; inhibition, % at 10 µM; 65,000 tested, 0.48% active; purified MK, PK/LDH-coupled NADH absorbance 340 nm; AID 555;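 active = ranked among the strongest by inhibition in the single 10 µM screen, a fixed top-ranked set picked for dose follow-up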; also: no value below 0 was filed
# HPDE-C7K KRASV12: viability loss of HPDE-C7K cells – cell-based, fluorescence, HTS, primary screen (AID 431); HPDE-C7K KRASV12 cells, Alamar Blue viability, 48 h; higher % means a stronger effect; cytotoxicity, % at 10 µM, or EC50 in µM where a hit was titrated; 63,000 tested, 1.7% active;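 active = compounds whose percent cytotoxicity in the single-dose primary screen, scaled between solvent and toxic-drug controls, exceeds 50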;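 also: 0% = DMSO solvent wells and 100% = doxorubicin-treated wells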
# LYP phosphatase: inhibition of human PTPN22 tyrosine phosphatase – biochemical, DiFMUP fluorescence, recombinant catalytic domain, 10 µM, primary screen (AID 606) | recombinant LYP catalytic domain, DiFMUP fluorescence; higher % means a stronger effect | inhibition, % at 10 µM; hits with a dose series show IC50 in µM | 52,000 tested, under 10 active;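 active = IC50 under 40 µM in the dose-response test; inactive = IC50 of 40 µM or more, or never dose-tested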
# Bfl-1 displacement: displacement of Bid BH3 peptide from Bfl-1 – biochemical, fluorescence polarization, FITC-Bid, mouse, primary screen (AID 432). FITC-Bid BH3 peptide fluorescence polarization displacement; higher % means a stronger effect. displacement, % at 20 µM; hits with a dose series show IC50 in µM. 64,000 tested, 0.02% active; in the data active = a potency from the dose series; inactive = the rest, 99 in 100 with displacement below about 15%; also: strong numbers were not always called active
# PMK inhibit: S. pneumoniae PMK inhibition. purified PMK, PK/LDH-coupled NADH absorbance 340 nm. inhibition, % at 10 µM. 65,000 tested, 0.49% active. AID 539;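 active = top-ranked compounds by inhibition in the single 10 µM screen, taking a fixed number of the strongest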;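 also: 0% = full reaction with DMSO carrier and 100% = background rate without enzyme reaction; no value below 0 was filed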
# HPDE-C7 viability: cytotoxicity in HPDE-C7 cells, cell-based, fluorescence, HTS (AID 430); HPDE-C7 pancreatic duct cells viability, fluorescence; higher % means a stronger effect; cytotoxicity, % at 10 µM, or EC50 in µM where a hit was titrated; 63,000 tested, 1.8% active;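 also: cells exposed to compound for 48 hours before viability readout; 0% = vehicle and 100% = reference cytotoxic drug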
# DPM-DC inhibit: blocks S. pneumoniae diphosphomevalonate decarboxylase; 65,000 tested, 0.49% active; AID 556; calls only at 10 µM; purified DPM-DC, PK/LDH coupled NADH fluorescence;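 active = the 320 compounds with the highest percent inhibition in the single-dose primary screen, excluding strongly autofluorescent ones, cut at about 32% in these data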;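 also: kinetic rate of NADH fluorescence loss reporting ADP formed by the decarboxylase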
# HT1080 cytotoxicity: cytotoxicity in HT1080 fibrosarcoma cells, cell-based, fluorescence readout (AID 620). HT1080 viability, fluorescence; higher % means a stronger effect. cytotoxicity, % at 10 µM; hits with a dose series show EC50 in µM. 87,000 tested, 0.42% active;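 also: cells exposed to compound overnight then 4 h with Alamar Blue; 0% = vehicle DMSO and 100% = killing control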
# Alkaline phosphatase: human TNAP enzyme inhibitors, biochemical, luminescent (AID 518) | 64,000 tested, 0.09% active | inhibition, % at 20 µM; hits with a dose series show IC50 in µM | purified TNAP enzyme, luminescent substrate readout; higher % means a stronger effect; in the data active = a potency from the dose series; inactive = the rest, 99 in 100 with inhibition below about 22%;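 also: plate controls were vehicle for no effect and reference inhibitor for full effect; many of its hits are not listed in these tables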
# PMK inhibit pilot replicates: recorded beside PMK inhibit, whose call it bears; inhibition, %; measured here: pilot screen replicates
# Spn MK inh pilot replicates: further read-out of Spn MK inh, marked with its call; inhibition, %; measured here: pilot screen replicates
# DPM-DC inhibit pilot screen %: further read-out of DPM-DC inhibit, marked with its call; inhibition, %; measured here: pilot screen trials
# * = called active by the depositor; i = inactive; x = not tested or not shown. Rule as the data show it, unless noted: active = cytotoxicity above about 50%; inactive = the rest.
SMILES,Spn MK inh,HPDE-C7K KRASV12,LYP phosphatase,Bfl-1 displacement,PMK inhibit,HPDE-C7 viability,DPM-DC inhibit,HT1080 cytotoxicity,Alkaline phosphatase,others
CC(C)(C)c1ccccc1NC(=O)c1cccnc1,3,-5%,x,-2%,5,-12%,i,9%,12%,PMK inhibit pilot replicates=1.5;Spn MK inh pilot replicates=0.5;DPM-DC inhibit pilot screen %=0.0
C=CCc1ccccc1OCC(O)CNC(C)C (stereo not given),5,5%,15%,0%,0,-7%,i,-3%,9%,PMK inhibit pilot replicates=3.0;Spn MK inh pilot replicates=0.0;DPM-DC inhibit pilot screen %=2.5
O=C(CSc1ccc2nnc(-c3ccccn3)n2n1)NCc1ccco1,3,10%,5%,2%,1,-5%,i,-6%,7%,
CCC(c1nnnn1Cc1ccco1)N(CCc1ccccc1)Cc1cc2cc(C)ccc2[nH]c1=O (stereo not given),7,36%,-2%,-2%,6,6%,i,-5%,13%,
COc1ccccc1N1CCN(C(=O)C(F)F)CC1,0,10%,3%,1%,10,6%,i,-2%,-2%,
CC(=O)C(C)Oc1cc(C)cc2oc(=O)c(C)c(C)c12 (stereo not given),7,-12%,x,-6%,4,-8%,x,2%,7%,
C#CC(C)(CC)NC(=O)Cn1nnc(-c2ccc(S(C)(=O)=O)cc2)n1 (stereo not given),0,4%,5%,-8%,18,13%,i,-5%,6%,
CNc1ccccc1-c1nc2ccccc2n(C)c1=O,4,12%,-2%,-2%,3,57%*,i,7%,20%,
CCN(C(=O)CN1CCN(c2ccc(OC)cc2)CC1)c1c(N)n(Cc2ccccc2)c(=O)[nH]c1=O,6,4%,9%,-6%,4,-8%,i,-8%,4%,
Nc1cc(Br)c(N)c(Br)c1,3,-7%,11%,-10%,0,-9%,i,6%,5%,
CC1(C)CC(=O)C2=C(C1)NC(=O)CC2c1ccc(N(CCC#N)CCC#N)cc1 (stereo not given),5,6%,1%,7%,9,-16%,i,3%,20%,PMK inhibit pilot replicates=0.0;Spn MK inh pilot replicates=0.0;DPM-DC inhibit pilot screen %=0.0
CCCc1cc(=O)oc2cc(C)c(CN3CCCC3)c(O)c12,6,12%,2%,6%,1,0%,i,-5%,10%,

# 2 compounds picked at random from the list so far, as already listed:
SMILES,Spn MK inh,HPDE-C7K KRASV12,LYP phosphatase,Bfl-1 displacement,PMK inhibit,HPDE-C7 viability,DPM-DC inhibit,HT1080 cytotoxicity,Alkaline phosphatase,others
CC(=O)C(C)Oc1cc(C)cc2oc(=O)c(C)c(C)c12 (stereo not given),7,-12%,x,-6%,4,-8%,x,2%,7%,
C=CCc1ccccc1OCC(O)CNC(C)C (stereo not given),5,5%,15%,0%,0,-7%,i,-3%,9%,PMK inhibit pilot replicates=3.0;Spn MK inh pilot replicates=0.0;DPM-DC inhibit pilot screen %=2.5

# Other records follow:
SMILES,Spn MK inh,HPDE-C7K KRASV12,LYP phosphatase,Bfl-1 displacement,PMK inhibit,HPDE-C7 viability,DPM-DC inhibit,HT1080 cytotoxicity,Alkaline phosphatase,others
Cc1ccc(-c2noc(CN(C(=O)CCCCCN3C(=O)c4ccccc4C3=O)C(C)C)n2)cc1,11,4%,-7%,4%,10,12%,i,4%,17%,
Cn1cccc1-c1nc2ccccc2n1Cc1ccccc1,6,3%,7%,6%,9,2%,i,-9%,14%,
O=C(NCCc1ccccc1)c1cc(-c2ccco2)on1,5,23%,-38%,-2%,0,27%,i,11%,18%,PMK inhibit pilot replicates=7.5;Spn MK inh pilot replicates=2.5;DPM-DC inhibit pilot screen %=0.5
COc1ccccc1N1CCN(C(c2ccccc2Cl)c2nnnn2C(C)(C)C)CC1 (stereo not given),5,-3%,3%,-1%,11,5%,i,-15%,5%,
O=c1[nH]c2ccccc2nc1-c1cccs1,0,x,3%,x,11,x,x,33%,x,
Cc1cc(NC(=O)c2cnn3cccnc23)no1,2,7%,1%,-1%,0,6%,i,-1%,14%,PMK inhibit pilot replicates=6.5;Spn MK inh pilot replicates=7.5;DPM-DC inhibit pilot screen %=3.0
CC(C)c1ccc(Nc2nc(NCc3ccco3)nc(N3CCOCC3)n2)cc1,19,36%,x,0%,8,28%,i,7%,4%,
c1ccc(Cn2nnc3c(N4CCCCCC4)ncnc32)cc1,6,-3%,-7%,-6%,0,-1%,i,-7%,12%,PMK inhibit pilot replicates=7.0;Spn MK inh pilot replicates=0.0;DPM-DC inhibit pilot screen %=1.5
COc1cc(C)c(C)cc1S(=O)(=O)N1CCN(Cc2ccc3c(c2)OCO3)CC1,6,17%,24%,-1%,0,-5%,i,2%,3%,
O=C1CCCc2c1[nH]c1ccc(CN3CCCCC3)cc21,6,12%,-3%,-8%,0,-5%,x,14%,13%,
Cn1c(SCC(=O)N2CCCCC2)nc2cccnc21,8,-12%,4%,-13%,13,-11%,i,12%,8%,
Cc1ccc(Nc2cc(C)nn2-c2nc(C)cc(C)n2)cc1,2,x,19%,x,7,x,i,-14%,x,
COc1ccc2[nH]c(=O)c(CN(CCN(C)C)C(=O)NCc3ccccc3)cc2c1,8,0%,-7%,-3%,14,4%,i,16%,12%,
CCc1nnc(NC(=O)CN2CCN(c3nc(-c4ccccc4)cs3)CC2)s1,4,12%,x,-5%,14,22%,i,-4%,12%,
COc1ccc(C2CC(c3ccc(F)cc3)Nc3nc(N)nn32)cc1 (stereo not given),11,-6%,2%,-9%,13,-21%,i,-2%,10%,
O=C(CCNS(=O)(=O)c1cccc2nsnc12)NCCC1=CCCCC1,12,4%,x,-1%,1,-7%,i,-5%,11%,
CC(=O)c1cccc(NC(=O)c2nccnc2C(=O)O)c1,1,4%,0%,-1%,16,0%,i,-2%,8%,
CC(C(=O)Nc1ncc2c(n1)CC(C)(C)CC2=O)N1C(=O)c2ccccc2C1=O (stereo not given),11,x,x,-5%,14,x,i,10%,11%,
O=C(c1ccc(Cl)c(F)c1F)N1CCCC1,2,2%,2%,-6%,8,5%,i,1%,17%,PMK inhibit pilot replicates=0.0;Spn MK inh pilot replicates=1.0;DPM-DC inhibit pilot screen %=0.0
Cc1ccc2nc(CSc3nnc(Cc4cccs4)n3C3CCCCC3)cc(=O)n2c1,5,-12%,x,3%,16,-13%,i,-6%,2%,
Cc1ccc(S(=O)(=O)Cn2nnnc2C(CC(C)C)N2CCN(c3ccc(F)cc3)CC2)cc1 (stereo not given),0,8%,-1%,-2%,12,20%,i,1%,10%,
COC(=O)COc1ccc(S(=O)(=O)N2CCOCC2)cc1C,9,-19%,-6%,1%,5,-13%,i,-3%,6%,
COc1ccccc1CNC(=O)c1cc2sccc2n1C,0,-9%,9%,3%,12,-9%,i,4%,9%,
CC(C)CCn1c(NCCN(C)C)nc2c1c(=O)[nH]c(=O)n2C,7,2%,7%,-2%,0,5%,i,-13%,8%,

# At a glance, 3 of the compounds above:
SMILES,Spn MK inh,HPDE-C7K KRASV12,LYP phosphatase,Bfl-1 displacement,PMK inhibit,HPDE-C7 viability,DPM-DC inhibit,HT1080 cytotoxicity,Alkaline phosphatase,others
COc1ccc2[nH]c(=O)c(CN(CCN(C)C)C(=O)NCc3ccccc3)cc2c1,8,0%,-7%,-3%,14,4%,i,16%,12%,
CCc1nnc(NC(=O)CN2CCN(c3nc(-c4ccccc4)cs3)CC2)s1,4,12%,x,-5%,14,22%,i,-4%,12%,
COc1ccc(C2CC(c3ccc(F)cc3)Nc3nc(N)nn32)cc1 (stereo not given),11,-6%,2%,-9%,13,-21%,i,-2%,10%,

# The list continues:
SMILES,Spn MK inh,HPDE-C7K KRASV12,LYP phosphatase,Bfl-1 displacement,PMK inhibit,HPDE-C7 viability,DPM-DC inhibit,HT1080 cytotoxicity,Alkaline phosphatase,others
O=C1NC(=O)C2(CCc3ccccc32)N1 (stereo not given),0,6%,10%,7%,1,20%,i,6%,9%,
COC(=O)CN(c1ccc2c(c1)OCO2)S(C)(=O)=O,10,7%,6%,0%,3,3%,i,6%,12%,PMK inhibit pilot replicates=2.0;Spn MK inh pilot replicates=4.5;DPM-DC inhibit pilot screen %=4.5
Cc1sc2ncn(-n3c(C)ccc3C)c(=O)c2c1C,2,-18%,8%,-5%,0,-18%,i,-2%,3%,
OC1(c2cccc(F)c2)CCN(Cc2ccncc2)CC1,7,0%,3%,2%,3,-2%,i,-14%,9%,
CS(=O)(=O)N(CCc1ccccc1)CC(=O)NCc1ccc2c(c1)OCO2,6,6%,6%,0%,12,-2%,i,-2%,11%,
CN(C(=O)COC(=O)C1CCN(S(=O)(=O)c2cccs2)CC1)C1CCS(=O)(=O)C1 (stereo not given),0,-8%,12%,-4%,12,1%,i,5%,11%,PMK inhibit pilot replicates=2.0;Spn MK inh pilot replicates=1.0;DPM-DC inhibit pilot screen %=3.0
O=C(COc1ccccc1)Nc1ccccc1N1CCN(c2ccccc2)CC1,0,8%,6%,8%,5,-7%,i,6%,11%,PMK inhibit pilot replicates=0.0;Spn MK inh pilot replicates=0.0;DPM-DC inhibit pilot screen %=1.0
CCOc1ccc(S(=O)(=O)Nc2ccc(S(=O)(=O)N3CCOCC3)cc2)cc1,7,8%,10%,-4%,5,-5%,i,1%,10%,
O=C(Nc1ccon1)c1cccc(C(F)(F)F)c1,11,-13%,-8%,3%,4,5%,i,4%,-4%,
Cc1nn(C)c(C)c1CN(C)C(=O)c1cc2nc(-c3ccco3)cc(C(F)(F)F)n2n1,1,22%,5%,8%,14,18%,i,22%,11%,PMK inhibit pilot replicates=3.0;Spn MK inh pilot replicates=4.0;DPM-DC inhibit pilot screen %=22
COc1ccc(-c2cc(N)n(S(=O)(=O)c3c(F)c(F)c(F)c(F)c3F)n2)cc1OC,0,2.1µM*,-31%,5.8µM*,10,2.8µM*,i,60%*,11%,
COc1ccc(-c2oc3ncn(CCN4CCOCC4)c(=N)c3c2-c2ccc(OC)cc2)cc1,10,17%,9%,-3%,16,16%,i,0%,7%,PMK inhibit pilot replicates=0.0;Spn MK inh pilot replicates=3.0;DPM-DC inhibit pilot screen %=8.0
C=CCOC(=O)c1[nH]c2c(c1C)C(=O)CC(c1ccco1)C2 (stereo not given),5,68%*,-3%,-2%,0,75%*,i,68%*,15%,
COc1ccccc1N1CCN(C(=O)CSc2ccc3c(C)cc(C)nc3n2)CC1,5,3%,6%,0%,0,-2%,i,4%,10%,

# Of the compounds above, these have a Cl atom.
SMILES,Spn MK inh,HPDE-C7K KRASV12,LYP phosphatase,Bfl-1 displacement,PMK inhibit,HPDE-C7 viability,DPM-DC inhibit,HT1080 cytotoxicity,Alkaline phosphatase,others
COc1ccccc1N1CCN(C(c2ccccc2Cl)c2nnnn2C(C)(C)C)CC1 (stereo not given),5,-3%,3%,-1%,11,5%,i,-15%,5%,
O=C(c1ccc(Cl)c(F)c1F)N1CCCC1,2,2%,2%,-6%,8,5%,i,1%,17%,PMK inhibit pilot replicates=0.0;Spn MK inh pilot replicates=1.0;DPM-DC inhibit pilot screen %=0.0
